All columns: NCI-60 one-dose screen, growth in % after 48 h at 10 µM unless noted; 100 = growth as untreated, 0 = no growth, -100 = all killed.
MDA-MB-435 – MDA-MB-435 melanoma; actives 7.8% (n = 82,000)
MCF7 – MCF7 breast cancer; AID 1794796; actives 6.3% (n = 82,000)
RPMI-8226 – RPMI-8226 leukemia cells | actives 7.5% (n = 77,000) | AID 1794781
MOLT-4 – MOLT-4 leukemia cells; actives 6.9% (n = 80,000); AID 1794779
SR – SR leukemia cells; actives 8.7% (n = 73,000); AID 1794780
MDA-MB-468 – MDA-MB-468 breast cancer; actives 8.5% (n = 78,000); AID 2202374
K-562 – K-562 leukemia. AID 1794777. actives 7.4% (n = 78,000)
MDA-MB-231 – MDA-MB-231 breast cancer | actives 5% (n = 81,000) | AID 1794789
Starred values were filed as active, the others as inactive; / = no result given; & = joins results of further samples; ! = not confirmed by another sample. The calls were made as follows: active = growth percent below 10; inactive = the rest.

smiles | MDA-MB-435 | MCF7 | RPMI-8226 | MOLT-4 | SR | MDA-MB-468 | K-562 | MDA-MB-231
Clc1ccc(C2Oc3ccccc3C3CC(c4cccs4)=NN32)c(Cl)c1 (stereo not drawn) | 101 | 71 | 97 | 95 | 75 | 111 | 94 | 89
CCOC(=O)c1c(C)nc(C)c(C(=O)OCC)c1-c1cccnc1 | 111 | 109 | 104 | 55 | 54 | 95 | 92 | 113
Nc1ncnc2scnc12 | 104 | 102 | 102 | 106 | 98 | 91 | 114 | 108
CC(=O)Nc1ccc(/C=C2\SC(=S)N(/C=C(/C#N)S(=O)(=O)c3ccc(C)cc3)C2=O)cc1 | 100 | 94 | 89 | / | / | 100 | / | 89
CC(=O)Nc1ccc(S(=O)(=O)c2ccc(NC(=S)Nc3ccc(S(=O)(=O)c4ccc(NC(C)=O)cc4)cc3)cc2)cc1 | / | 111 | 100 | 91 | 92 | 99 | 97 | 94
CCC(C)(O)C#CC#CC(C)(O)CC (stereo not drawn) | / | 104 | / | 101 | 104 | 110 | 96 | 113
Cc1sc2nc(N3CCc4ccccc4C3)[nH]c(=O)c2c1C | 97 | 94 | 95 | 87 | 90 | 91 | 90 | 100
Clc1ccc(-c2nnc3ccc(N/N=C/c4ccccc4)nn23)cc1 | 108 | 54 | 95 | 93 | / | 105 | 86 | 82
O=C(Nc1ccc(Oc2cccc(Cl)c2)c(Cl)c1)c1ccnnc1 | 78 | 86 | 53 | 86 | 112 | 48 | 58 | 94
CCOC(=O)Cn1cnc2cc(C)c(C)cc21 | 109 | 97 | 100 | 104 | 96 | 98 | 103 | 116

(more compounds)
smiles | MDA-MB-435 | MCF7 | RPMI-8226 | MOLT-4 | SR | MDA-MB-468 | K-562 | MDA-MB-231
O=C(c1cc2cccnc2n1-c1ccc(Cl)c(Cl)c1)N1CC(C(F)(F)F)C1 | 110 | 78 | 85 | 79 | 77 | 100 | 82 | 84
c1ccc2c(c1)nc(-c1c[nH]c3ccccc13)c1[nH]ccc12 | 81 | 44 | 65 | 49 | 65 | 82 | 72 | 57
Cn1cc(-c2nc(-c3c[nH]c4ncccc34)cs2)c2cc(F)ccc21 | 0.6* | 7.8* | 36 | 24 | 14 | -23* | 6.2* | 20
C=C(C)[C@@H]1CC[C@]2(C#N)CC[C@]3(C)[C@H](CC[C@@H]4[C@@]5(C)CCCNC(C)(C)[C@@H]5CC[C@]43C)[C@@H]12 | 44 | 20 | -19* | 40 | -26* | 19 | -26* | 58
O=C(Cn1nncc1CN1C(=O)CSC1=O)Nc1ccc(O)cc1 | 108 | 93 | 110 | 101 | 108 | 111 | 101 | 105
CC(=O)Nc1ccc(Br)cc1 | 101&102 | 93&102 | 115&102 | 117&105 | 110&97 | 100 | 127&99 | 105&105
CCN(CC)c1ccc2c(c1)Cc1ccccc1-2 | 105 | 96 | 112 | 113 | 101 | 100 | 111 | 101
CC[C@@H](C(=O)[C@@H](C)[C@@H](O)[C@H](C)[C@@H]1O[C@@H]([C@@H](CC)C(=O)O)CC[C@@H]1C)[C@H]1OC2(C=C[C@@H](O)[C@]3(CC[C@@](C)([C@H]4CC[C@](O)(CC)[C@H](C)O4)O3)O2)[C@H](C)C[C@@H]1C (stereo partly drawn) | -76* | / | -36* | -8.9* | / | -9.7* | -34* | -39*
COC(=O)c1nc(C(C)(C)C)oc1N | 106 | 99 | 100 | 95 | 90 | 110 | 93 | 97
CN1CCN(C(=O)[C@@]2(C)CC[C@]3(C)CC[C@]4(C)C(=CC[C@@H]5[C@@]6(C)C/C(=C/c7ccncc7)C(=O)C(C)(C)[C@@H]6CC[C@]54C)[C@@H]3C2)CC1 | 45 | 23 | 13 | 2.2* | / | 37 | 7.7* | 69

(continued)
smiles | MDA-MB-435 | MCF7 | RPMI-8226 | MOLT-4 | SR | MDA-MB-468 | K-562 | MDA-MB-231
O=c1[nH]c(CNc2ccc(NC(=S)Nc3ccc(Cl)cc3)cc2)nc2sc3c(c12)CCCC3 | 103 | 91 | 86 | 82 | 85 | 85 | 66 | 86
Cc1cnc(SCc2ccccc2Cl)nc1N(C)C | 86 | 103 | 45 | 82 | 101 | 81 | 79 | 80
Cc1ccc(C(C(=O)NC2CCCCC2)N(C(=O)C2CCc3cc(F)ccc3O2)c2ccc(F)cc2F)cc1 (stereo not drawn) | 86 | 81 | 88 | 90 | 65 | 91 | 81 | 67
CN(C)CC(=O)Nc1ccc2ncnc(Nc3ccc(Oc4cccc(C(F)(F)F)c4)c(Cl)c3)c2c1 | 61 | 42 | 31 | 51 | -1.5* | -2.0* | 3.4* | 49
O=C(Nc1sc2c(c1C(=O)NCCc1c[nH]c3ccccc13)CCCC2)c1ccccc1 | 91 | 74 | 81 | 88 | 100 | 87 | 92 | 78
C=CCn1c(SCC(=O)c2ccc(OC)cc2)nnc1-c1ccc(OC)cc1 | 98 | 96 | 98 | 96 | 96 | 91 | 95 | 95
O=C(c1ccc(Oc2ccccc2)cc1)C(C(c1ccccc1)N1CCCCC1)N1CCCCC1 (stereo not drawn) | 107 | 96 | 107 | 110 | 112 | 115 | 97 | 116
CCOC(=O)C1(c2ccccc2)SC(C(=O)OCC)(c2ccccc2)S1 (stereo not drawn) | 99 | 104 | 103 | 84 | 111 | 100 | 80 | 104
COc1c(B(O)O)cccc1-c1nc2c(F)cc3[nH]ncc3c2c2c1CCCC2 | 8.0* | -3.8* | -12* | 7.7* | 1.3* | / | 11 | 12
O=C(Nc1cc(C(F)(F)F)cc(C(F)(F)F)c1)c1cc(Cl)ccc1O | -8.6* | 1.1* | -36* | -45* | -8.3* | -1.8* | 5.1* | -23*

Exported with two lines to a compound: entries from further up
The line under a structure holds: MDA-MB-435 | MCF7 | RPMI-8226 | MOLT-4 | SR | MDA-MB-468 | K-562 | MDA-MB-231
CC(=O)Nc1ccc(/C=C2\SC(=S)N(/C=C(/C#N)S(=O)(=O)c3ccc(C)cc3)C2=O)cc1
→ 100 | 94 | 89 | / | / | 100 | / | 89
CC(=O)Nc1ccc(S(=O)(=O)c2ccc(NC(=S)Nc3ccc(S(=O)(=O)c4ccc(NC(C)=O)cc4)cc3)cc2)cc1
→ / | 111 | 100 | 91 | 92 | 99 | 97 | 94
CCC(C)(O)C#CC#CC(C)(O)CC (stereo not drawn)
→ / | 104 | / | 101 | 104 | 110 | 96 | 113
Cc1sc2nc(N3CCc4ccccc4C3)[nH]c(=O)c2c1C
→ 97 | 94 | 95 | 87 | 90 | 91 | 90 | 100

(listing goes on)
smiles | MDA-MB-435 | MCF7 | RPMI-8226 | MOLT-4 | SR | MDA-MB-468 | K-562 | MDA-MB-231
COc1ccc2c(c1OC)C(=O)OC2C1c2c(c(COC(=O)C(CC(C)C)NC(=O)OC(C)(C)C)c3c(c2OC)OCO3)CCN1C (stereo not drawn) | 102 | 95 | 99 | / | / | / | 97 | 98
Cc1ccc(C2SCC(=O)N2Cc2ccccc2)cc1 (stereo not drawn) | 95 | / | 97 | 84 | / | 87 | 110 | 98
CNc1ccc(Cl)cc1S(=O)(=O)c1ccccc1[N+](=O)[O-] | 6.5*! | 90&94 | 87&87 | 103&86 | 88&86 | 73 | 73&56 | 97&78
CCCCCCCCCCCCCOC(=O)c1c(C)[nH]c(/C=C2\N=C(c3ccc[nH]3)C=C2OC)c1C | 19 | 12 | 11 | 23 | -11* | / | 5.5* | 20
CC(=C(c1ccc(OCCCN(C)C)cc1)c1ccc(OCCCN(C)C)cc1)c1ccccc1 | -98* | -82* | -54* | / | / | -94* | / | -100*
Cc1cc(NS(=O)(=O)c2ccccc2)ccc1NS(=O)(=O)c1ccccc1 | 106 | 99 | 99 | 117 | 116 | 96 | 107 | 101
COC(=O)c1cc2oc(/C=N\NC(=O)c3cc4oc(C)c(C)c4[nH]3)cc2[nH]1 | 97 | 87 | 35 | 82 | 51 | / | 84 | 107
C[C@]12CCC(=O)C=C1[C@@H](O)C[C@@H]1[C@@H]2[C@@H](O)C[C@@]2(C)[C@H]1CC[C@]2(O)C(=O)CO | 107 | 119 | 92 | 89 | 86 | 132 | / | 101
COc1ccc(C2=NN(C(=O)c3cc(-c4ccccc4)nc4ccccc34)C(c3cc(-c4ccccc4)nn3-c3ccccc3)C2)cc1 (stereo not drawn) | 81 | 81 | 70 | 52 | 57 | 81 | 74 | 84
CCOC(=O)/C(C#N)=C/c1ccc(OC)cc1 | 105 | 97 | 102 | 102 | 95 | 102 | 97 | 113

Continuation:
smiles | MDA-MB-435 | MCF7 | RPMI-8226 | MOLT-4 | SR | MDA-MB-468 | K-562 | MDA-MB-231
CCOC(=O)C1=C(c2ccccc2)N=C2SC3C(=NN(c4ccccc4)C3c3ccc(Br)cc3)N2C1c1ccc(OC)cc1 (stereo not drawn) | 98 | 78 | 92 | 91 | 94 | 93 | 103 | 87
COc1nc2ccc(C)cc2cc1-c1nc2c(cnn2-c2ccccc2)c(=O)[nH]1 | 8.4* | 51 | 81 | 75 | / | 69 | 35 | 103
CC(=O)n1ccc2nc(Cl)nc(Cl)c21 | 100 | 88 | 104 | 106 | 87 | 111 | 97 | 102
O=NC1C2C=CC(C2)C1Cl (stereo not drawn) | 94 | 101 | 111 | 112 | 113 | 113 | 116 | 115
Cc1ccc2nc(NC(=O)Nc3cccc(Cl)c3)sc2c1 | 105 | 67 | 97 | 83 | 90 | 94 | 90 | 92
CCCOCc1cn[nH]n1 | 105 | 103 | 111 | 106 | 99 | 105 | 104 | 110
O=c1[nH]c2cc(O)ccc2c2ccccc12 | 90 | 88 | 98 | 93 | 85 | 90 | 115 | 74
CCC(CC)NCCNc1cc(OC)cc2cccnc12 | 107 | 81 | 95 | 105 | 94 | 72 | 88 | 125
N#Cc1c(-c2ccc(Cl)cc2)nc(NN=Cc2ccco2)nc1N1CCOCC1 | 79 | 26 | 67 | 83 | / | 31 | 104 | 74
O=C1C(Cl)=C(Nc2ccccc2)C(=O)c2ccccc21 | -98* | -58* | -7.0* | -20* | -21* | -78* | -15* | -67*

Next records follow.
smiles | MDA-MB-435 | MCF7 | RPMI-8226 | MOLT-4 | SR | MDA-MB-468 | K-562 | MDA-MB-231
COC(=O)CC[C@@H](C)[C@H]1CC[C@H]2[C@@H]3CC[C@@H]4C[C@@H](Nc5c([C@@H](C)[C@H]6CC[C@H]7[C@@H]8CCC9=CC(=O)CC[C@]9(C)[C@H]8CC[C@]67C)nc6ccc(Cl)cn56)CC[C@]4(C)[C@H]3CC[C@]12C | 103 | 101 | 92 | 100 | 93 | 105 | 94 | 91
COc1c2c(c(OC)c3c(=O)ccoc13)OCO2 | 101 | 99 | 97 | 106 | 107 | 104 | 99 | 108
ON=C1CCCCC1 | 96 | 106 | 106 | 88 | / | / | 106 | 110
N#Cc1c(-c2ccccc2Cl)c2ccc3ccccc3c2oc1=O | 38 | 40 | 53 | 69 | 69 | 56 | 46 | 98
C/C(=C(/c1ccc(Cl)cc1)c1ccc(OCCN(C)C)cc1)c1ccc(Cl)cc1 | 112 | 93 | 126 | 112 | 98 | 116 | 94 | 108
CNc1ccc(Cl)cc1-c1n[nH]c(=O)[nH]c1=O | 101 | 93 | 98 | 105 | 103 | 107 | 103 | 95
COC1OC2COC(c3ccccc3)OC2C(=O)C1NC(=O)c1ccccc1 (stereo not drawn) | 96 | 100 | 97 | 110 | 122 | 113 | 127 | 94
O=S1(=O)N=C(N=Cc2c(O)[nH]c3ccccc23)c2ccccc21 | 102 | 94 | 110 | 115 | 102 | 110 | 103 | 95
NC(Cc1ccccc1)S(=O)(=O)O (stereo not drawn) | 103 | 96 | 98 | 97 | 91 | 97 | 95 | 103
Cn1c(C2=CC(=O)c3ccccc3C2=O)c(C2=CC(=O)c3ccccc3C2=O)c2ccccc21 | 117 | 98 | 89 | 105 | 78 | 117 | 110 | 97

Grouped by structure, the compounds so far with an aryl thioether with sulfur outside any ring.
smiles | MDA-MB-435 | MCF7 | RPMI-8226 | MOLT-4 | SR | MDA-MB-468 | K-562 | MDA-MB-231
Cc1cnc(SCc2ccccc2Cl)nc1N(C)C | 86 | 103 | 45 | 82 | 101 | 81 | 79 | 80
C=CCn1c(SCC(=O)c2ccc(OC)cc2)nnc1-c1ccc(OC)cc1 | 98 | 96 | 98 | 96 | 96 | 91 | 95 | 95

Continued.
smiles | MDA-MB-435 | MCF7 | RPMI-8226 | MOLT-4 | SR | MDA-MB-468 | K-562 | MDA-MB-231
COC(C(=O)O)c1ccccc1 (stereo not drawn) | 111 | 89 | 104 | 92 | 91 | 122 | 96 | 113
CN(C)Cc1c(OC(=O)c2ccc(N)cc2)ccc2ccccc12 | 98 | 104 | 98 | 95 | 94 | 103 | 99 | 93
CC1(O)OC(COc2ccc(Cl)cc2)COC1O (stereo not drawn) | 106 | 90 | 109 | 61 | / | 105 | 104 | /
Cc1ccccc1NC(=O)CN(C)C | 108 | 97 | 111 | 94 | 104 | 107 | 0.9* | 105
COc1ccc([C@H]2c3[nH]c4ccccc4c3C[C@@H]3C(=O)N(C4CCN(CC5CCCCC5)CC4)CC(=O)N23)c(OC)c1 | 100 | 52 | 68 | 55 | 63 | 64 | 24 | 77
CC1(C)CC[C@]23CC[C@]4(C)[C@H](CC[C@@H]5[C@@]6(C)C/C(=C/c7ccccc7)C(=O)C(C)(C)[C@@H]6CC[C@]54C)[C@H]2[C@H]1OC3=O | 85 | 85 | 70 | 83 | 83 | 92 | 76 | 70
CCCCCCOc1ccc(/C=N/NC(N)=S)cc1 | / | 57 | 7.2* | 7.2* | 70 | 67 | 18 | 30
Cc1c(O)cc(-c2cnc(N/N=C\c3ccc(Cl)cc3)s2)c(O)c1C | 98 | 71 | 42 | / | 58 | 76 | 72 | 95
C#CCOc1ccc(/C=N/Nc2nc(-c3ccc(F)cc3)cs2)cc1OC | 56 | 35 | 36 | 12 | 26 | 51 | 25 | 74
O=C(O)/C(O)=C(/O)C(=O)O | 115 | 103 | 90 | 92 | 104 | 106 | 107 | 114
O=C(/C=C/c1ccc(Cl)cc1)/C=C/c1cc2ccccc2[nH]c1=O | -1.7* | 5.2* | -22* | 16 | 1.8* | 56 | 10 | 64
O=C(O)/C(=C\c1ccccc1[N+](=O)[O-])c1ccccc1 | 105 | 108 | 114 | 101 | 94 | 108 | 102 | 96
